14-3-3 PPI = modulators of 14-3-3 gamma protein binding, primary screen, biochemical, fluorescence polarization. 14-3-3 protein gamma (Homo sapiens), P61981. FP, 14-3-3gamma / TMR-pS259-Raf peptide binding. inhibition, % at 40 µM. 160,000 compounds, 0.19% hits; in the data active means inhibition above about 30%;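 further: 0% = protein plus tracer without compound and 100% = blank with tracer alone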
Target sequence (P61981 whole entry, looked up): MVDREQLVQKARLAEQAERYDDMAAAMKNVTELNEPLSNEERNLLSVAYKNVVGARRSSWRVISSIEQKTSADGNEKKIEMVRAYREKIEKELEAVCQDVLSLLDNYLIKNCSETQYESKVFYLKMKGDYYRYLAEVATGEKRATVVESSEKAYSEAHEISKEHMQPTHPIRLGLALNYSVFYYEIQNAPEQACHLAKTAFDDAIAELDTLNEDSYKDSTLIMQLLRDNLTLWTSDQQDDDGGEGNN
Active calls of the source: *; & = joins results of further samples. An excerpt, so the mix of outcomes need not match the whole.

SMILES | 14-3-3 PPI
O=C(c1sccc1-n1cccc1)N1CCCC1 | 3.8
CC1(C)CC(=O)C2=C(C1)NC1=C(C(=O)CC(C)(C)C1)C2c1ccccc1 | -4.8
O=C(C(F)C(F)(F)F)N1CCN(c2ccccc2)CC1 (stereo not drawn) | -7.9
N#Cc1ccc(Oc2ccc(NC(=O)C3CCCCC3C(=O)O)cc2)cc1 (stereo not drawn) | -4.2
CC1CCc2cc(F)ccc2N1C(=O)c1ccc(N2CC3CC(C2)c2cccc(=O)n2C3)c(NC(=O)c2cccnc2)c1 (stereo not drawn) | -11.6
O=C(COc1ccccc1Cl)NC(c1ccccc1)c1ccccc1 | -3.3
COc1ccc(N(C)C(=S)Oc2ccc(C(=O)Nc3cccc([N+](=O)[O-])c3)cc2)cc1 | 3.9
O=C(Cc1ccccc1)Nc1nnc(-c2ccccc2I)s1 | -16.9
COC(=O)c1ccccc1NC(=O)CSc1nnc(-c2ccccc2)n1-c1ccccc1 | 2.4
O=C(Nc1cc(C(F)(F)F)ccc1Cl)c1cc(S(=O)(=O)N2CCc3ccccc32)ccc1F | -1.7
CCCc1nnc(SCc2ccc(OCC)cc2)n1N | -13.2
CCCCN(C)S(=O)(=O)c1ccc(C(=O)Nc2nnc(-c3ccc(Cl)s3)o2)cc1 | 4.4
CCCOc1ccc([N+](=O)[O-])cc1C1Nc2ccccc2-c2nnc(SCC)nc2O1 (stereo not drawn) | 0.8
O=C1C2CC=CCC2C(=O)N1c1ccc(NCc2ccccn2)c([N+](=O)[O-])c1 (stereo not drawn) | -11.3
Clc1ccc(C2CC(c3ccc(I)cc3)Nc3ncnn32)cc1 (stereo not drawn) | -3.6
COC(=O)CSc1nnc(CNc2ccc(Cl)cc2)n1Cc1ccccc1 | -6.3
O=C(NCc1ccc(Cl)cc1)C(=O)Nc1ccc(Br)cc1 | 0.0
COc1ccc(-c2[nH]ncc2-c2ccccc2)c(O)c1C | -3.2
CCOC(=O)C1=C(C)NC(SCC)=NC1c1ccccc1 (stereo not drawn) | -0.7
COc1ccc(-c2nnc3ccc(SCC(=O)N4CCN(c5ccccc5)CC4)nn23)cc1 | 2.8
Cc1ccc(S(=O)(=O)N2CCN(C)CC2)cc1-c1nnc2c3ccccc3c(C)nn12 | -2.0
O=C(Nc1ccc2oc(-c3ccc(Br)cc3)nc2c1)c1ccc(-c2cccc([N+](=O)[O-])c2)o1 | -58.8
CCOC(=O)CCc1c(C)nc2cc(-c3ccc(Cl)cc3)[nH]n2c1=O | -0.9
CCCCOCC1CC2(CC(C)(c3csc(N)n3)OC2=O)C(=O)O1 (stereo not drawn) | -1.8
CCOc1ccc2nc(NC(=O)c3ccc(C)cc3)sc2c1 | -0.9
SMILES | 14-3-3 PPI
O=C(CC1Oc2ccc(Cl)cc2NC1=O)NC1CCCCCC1 (stereo not drawn) | 5.3
CCc1ccc(-n2c(C)nc3cc(C(=O)NCC4CCCO4)ccc32)cc1 (stereo not drawn) | -192.7
CC(C)CCn1c(NC2CCCCC2)nc2c1c(=O)[nH]c(=O)n2C | 6.7
CCOc1nnc(-c2ccc(C)c(S(=O)(=O)NCc3cccnc3)c2)c2ccccc12 | 5.0
O=C(CSc1nccn1-c1ccc([N+](=O)[O-])cc1)NC1CCCCC1 | -1.6
CCCCCOC(=O)c1[nH]c2c(c1C)C(=O)C(C(=O)OC)C(C)C2 (stereo not drawn) | 3.8
CC(=O)Nc1ccc(Sc2ccc([N+](=O)[O-])cc2)cc1 | -74.7
CC(C)(C)c1ccc2c(c1)N(CC(=O)N1CCN(c3ccccc3F)CC1)C(=O)CO2 | -2.6
COC(=O)c1ccc(NC(=O)C2CC(=O)N(C)C(=Nc3ccc4c(c3)OCO4)S2)cc1 (stereo not drawn) | -13.9
O=C1C=CC(=O)N1CCCCCCN1C(=O)C=CC1=O | -4.8
O=C(Nc1ccccc1C(=O)N1CCCCCC1)c1cccc(S(=O)(=O)N2CCOCC2)c1 | -3.6
COc1cccc(-c2cc(C(=O)O)c3ccccc3n2)c1 | -7.2
CC(=O)NC1(c2ccccc2)CCN(c2nc(C)cc(C)n2)CC1 | -9.7
O=S(=O)(c1cccc2nsnc12)N1CCN(c2ccc(F)cc2)CC1 | -4.2
CCOC(=O)C1(C)C=C(Nc2ccc(Br)cc2)C(=O)N1c1ccc(Br)cc1 (stereo not drawn) | 2.4
O=C(CSc1c2c(nc3ccc(Cl)cc13)CCCC2)N1CCCC1 | -17.9
CCOC(=O)c1c(NC(=O)c2cc([N+](=O)[O-])ccc2N2CCOCC2)sc2c1CCCC2 | -14.5
Cc1cc2nn(-c3ccccc3)nc2cc1NC(=O)c1ccc([N+](=O)[O-])cc1Cl | -6.2
COc1ccc(CC(=O)NCCc2cc3c(OC)ccc(OC)c3[nH]c2=O)cc1 | 2.9
CCOC(=O)c1ccccc1NC(=O)c1c(F)c(F)c(F)c(F)c1F | -1.3
COc1ccc(C2(C)SC(NC(C)=O)=NN2C(C)=O)cc1OC (stereo not drawn) | 4.0
CC(=O)Cc1nsc(NC(=O)c2ccccc2)n1 | -7.7
COC(=O)C1=C(C)NC2=C(C(=O)CCC2)C1c1cccc(OC)c1OC (stereo not drawn) | -7.1
Nc1nc(COc2ccc(F)cc2)nc(N2CCCCC2)n1 | -10.9
CCOC(=O)N1CCN(CC(=O)N2c3ccccc3CC2C)CC1 (stereo not drawn) | -2.0
SMILES | 14-3-3 PPI
COc1ccccc1N1C(=O)c2ccc(Oc3ccccc3)cc2C1=O | -13.4
O=C(C1CCC1)N1CCc2cc(S(=O)(=O)NCc3cccnc3)ccc21 | -1.2&-5.8
O=C(O)CCCCCN1C(=O)C2C3C=CC(C3)C2C1=O (stereo not drawn) | -0.8
CCN1CCN(c2cc(C)c3cc(NC(=O)Cc4ccc(OC)c(OC)c4)ccc3n2)CC1 | -0.1&-13.1
Cc1cc(Cl)nc(Cl)c1C(=O)NCc1ccc(Cl)cc1 | 3.1
CCOC(=O)CC(NC(=O)c1ccc([N+](=O)[O-])c(C)c1)c1ccc(OC)cc1 (stereo not drawn) | -9.1
CCOC(=O)c1oc2cccc(OC(C)=O)c2c1C | -1.6
COc1ccc(S(=O)(=O)N2CCN(C(=O)c3ccco3)CC2)cc1OC | 0.3
Cc1ccc(C)c(N2CCN(S(=O)(=O)c3ccc(F)c(C(=O)Nc4cccc(Cl)c4C)c3)CC2)c1 | 3.9
N=c1oc2ccccc2cc1C(=O)Nc1ccccc1F | -5.3
CC(C)CC(NC(=O)C1CCCCC1)C(=O)Nc1ccc(C(C)C)cc1 (stereo not drawn) | -6.2
CCC1CCCCN1C(=O)CSc1nc2c(cnn2-c2ccc(F)cc2)c(=O)[nH]1 (stereo not drawn) | -1.3
OC(CNc1cccc(Cl)c1)CN1c2ccccc2Sc2ccccc21 (stereo not drawn) | 1.2
COC(=O)c1ccccc1NC(=O)CN1CCN(C(=O)c2ccco2)CC1 | 3.9
CCN1C(=O)C=CC1=O | -4.3
CC(=O)c1c(N2CCOCC2)nc(=S)n(Cc2ccccc2)c1C | -8.2
O=C(O)C(Cc1ccccc1)c1ccccc1 (stereo not drawn) | 22.2
Cc1onc(-c2ccccc2)c1C(=O)Nc1ccccc1C(N)=O | -3.3
CC(=O)Nc1cnc2ccccc2n1 | -9.3&-12.9
CC1=C(C(=O)NCc2ccccc2)C(c2cccnc2)n2ncnc2N1 (stereo not drawn) | -4.1
COc1ccccc1OCCSc1nnc(C)n1-c1ccccc1 | -1.7
CCOC(=O)N1CCN(C(=O)c2cnn3c(C)c(Cc4ccc(C)cc4)c(C)nc23)CC1 | 2.5
O=C(NCCCN1CCCC1=O)c1ccc2c(=O)n(Cc3ccccc3)c(=S)[nH]c2c1 | 19.6
CCCCC1CCC(c2nnc(-c3ccc(Cl)cc3)o2)CC1 (stereo not drawn) | -5.7
CC(C)CC(OC(=O)c1cccs1)C(=O)NCc1cccs1 (stereo not drawn) | 7.4
SMILES | 14-3-3 PPI
COc1ccc(N2CCN(c3nc4c(c(=O)n(C)c(=O)n4C)n3Cc3ccccc3)CC2)cc1 | 4.0
COc1ccc(C(=O)Nc2ccc(-c3ccc(C)o3)cc2)cc1S(=O)(=O)N1CCOCC1 | -3.3
CN(C)CCNC(=O)CCS(=O)(=O)Cc1ccccc1Cl | -3.9
CCCC(=O)Nc1c2c(nn1-c1ccc(C)cc1C)CSC2 | 2.0
N#CC1=C(N)N(c2ccccc2)C(c2ccco2)C1(C#N)C#N (stereo not drawn) | 2.6
CCC1NC(=S)NC(C)=C1C(=O)c1ccccc1 (stereo not drawn) | 1.9
Cc1ccc(N2C(=S)NC3c4cc(Cl)ccc4OC2(C)C3C(=O)N(C)C)cc1 (stereo not drawn) | 1.2
Cc1ccc(S(=O)(=O)N(CC(=O)N2CCCCCC2)c2ccc(C)c(Cl)c2)cc1 | -8.0
CC1(C)CC(=O)C2=C(C1)Nc1[nH]c(=O)[nH]c(=O)c1C2c1ccc(Br)cc1 (stereo not drawn) | -10.1
COc1ccc(Cl)cc1C(=O)Nc1c2c(nn1-c1ccc([N+](=O)[O-])cc1)CSC2 | -7.3
COc1ccc(-c2csc(Nc3ccc(N)cc3)n2)cc1OC | -7.0
CCN(CC)c1nc(C)nc2sc(C(=O)Nc3ccc(Br)cc3C)c(C)c12 | 6.2
O=S(=O)(NCC(c1ccccc1)N1CCCCC1)c1ccc(Cl)cc1 (stereo not drawn) | 6.9
CCC(C)OC(=O)C1=C(C)NC2=C(C(=O)CC(c3ccccc3)C2)C1c1cccc2ccccc12 (stereo not drawn) | 19.3
CC1(C)C(=O)Nc2ccccc2N1C(=O)COC(=O)C12CC3CC(CC(O)(C3)C1)C2 | -8.7
Cn1cc(C(=O)NCCC2=CCCCC2)c2c3ccccc3n(C)c2c1=O | -5.4
COc1cc2sc(C)[n+](C)c2c2ccccc12 | 4.0
O=C(Cn1c2ccccc2c(=O)c2ccccc21)Nc1ccc(Oc2ccccc2)cc1 | -1.1
Cc1sc2ncn(CC(=O)Nc3cccc(C(F)(F)F)c3)c(=O)c2c1S(=O)(=O)N1CC(C)CC(C)C1 (stereo not drawn) | -11.7
O=[N+]([O-])c1cccc(C=Nc2ccc3oc(-c4cccc(Cl)c4)nc3c2)c1O | -15.4
O=C(c1cc(-c2ccc3c(c2)OCO3)on1)N1CCN(c2ccc(F)cc2)CC1 | -3.2
COc1cc([N+](=O)[O-])ccc1NC(=O)c1c(C)nn(-c2ccccc2)c1Cl | -12.2
Cc1ccc(C2CC(C(F)(F)F)n3ncc(C(=O)Nc4ccc(Cl)cc4C(F)(F)F)c3N2)cc1 (stereo not drawn) | -2.6
O=C(COc1ccccc1)c1cn(CC(=O)N2CCOCC2)c2ccccc12 | -43.8
O=C(Cn1c(=O)n(-c2ccc(F)cc2)c(=O)c2sccc21)NCCC1=CCCCC1 | -7.3

Compounds shown so far that have a furan ring, fused or not (six):
SMILES | 14-3-3 PPI
O=C(Nc1ccc2oc(-c3ccc(Br)cc3)nc2c1)c1ccc(-c2cccc([N+](=O)[O-])c2)o1 | -58.8
CCOC(=O)c1oc2cccc(OC(C)=O)c2c1C | -1.6
COc1ccc(S(=O)(=O)N2CCN(C(=O)c3ccco3)CC2)cc1OC | 0.3
COC(=O)c1ccccc1NC(=O)CN1CCN(C(=O)c2ccco2)CC1 | 3.9
COc1ccc(C(=O)Nc2ccc(-c3ccc(C)o3)cc2)cc1S(=O)(=O)N1CCOCC1 | -3.3
N#CC1=C(N)N(c2ccccc2)C(c2ccco2)C1(C#N)C#N (stereo not drawn) | 2.6

Arranged by the number under 14-3-3 PPI (descending): some entries from above.
SMILES | 14-3-3 PPI
CCN(CC)c1nc(C)nc2sc(C(=O)Nc3ccc(Br)cc3C)c(C)c12 | 6.2
N#CC1=C(N)N(c2ccccc2)C(c2ccco2)C1(C#N)C#N (stereo not drawn) | 2.6
O=C(Cn1c2ccccc2c(=O)c2ccccc21)Nc1ccc(Oc2ccccc2)cc1 | -1.1
O=C(c1cc(-c2ccc3c(c2)OCO3)on1)N1CCN(c2ccc(F)cc2)CC1 | -3.2
Cc1ccc(S(=O)(=O)N(CC(=O)N2CCCCCC2)c2ccc(C)c(Cl)c2)cc1 | -8.0
Cc1sc2ncn(CC(=O)Nc3cccc(C(F)(F)F)c3)c(=O)c2c1S(=O)(=O)N1CC(C)CC(C)C1 (stereo not drawn) | -11.7
O=[N+]([O-])c1cccc(C=Nc2ccc3oc(-c4cccc(Cl)c4)nc3c2)c1O | -15.4

Carrying on:
SMILES | 14-3-3 PPI
CCCOc1ccc(C(=O)Nc2ccc(Cl)cn2)cc1 | -4.5
CCCOc1ccc(NC2=CC(=O)CC(C)(C)C2)cc1 | 2.5&-3.3
CC(C)N(C(=O)CSc1nnc(CN2CCCCCC2=O)n1-c1ccccn1)C(C)C | 0.6
O=[N+]([O-])c1cccc2c1NC(c1ccc(Br)cc1)C1CC=CC21 (stereo not drawn) | -147.0
CCC(C)C(=O)Nc1cc(OC)c(OC)cc1C(=O)O (stereo not drawn) | -10.1
COc1cc(C(=O)N2CCC(NC(=O)C(Cc3ccccc3)NC(C)=O)CC2)cc(OC)c1OC (stereo not drawn) | -7.0
CCOC(=O)c1cc2occc2n1CC(=O)NC1CCCCC1C (stereo not drawn) | -1.7
Cc1ccccc1CN1C(=O)CSc2ccc(C(=O)NCCC(C)C)cc21 | -6.5
COc1ccc(C(=O)NCCn2ccc3ccccc32)cc1 | -14.7
Cc1sc2c(c1C)c(=O)n(CCc1ccccc1)c(=O)n2CC(=O)c1ccccc1 | -9.7
C=CCSc1nnc(NC(=O)CSc2ccccn2)s1 | -10.3
COc1cccc(C(=O)Nc2nc(-c3ccc(S(=O)(=O)N4CCOCC4)cc3)cs2)c1 | -7.6
Cc1ccc(CSC2=NCCN2C(=O)c2cccs2)cc1 | -26.2
Cc1nc2ccc(Cc3ccc4nc(C=Cc5ccc([N+](=O)[O-])cc5)oc(=O)c4c3)cc2c(=O)o1 | -17.6
Cc1[nH]c2ccccc2c1C(Nc1nccs1)c1ccncc1 (stereo not drawn) | -6.7
Brc1ccc2ncnc(Nc3cccc4ccccc34)c2c1 | -24.6
O=C(Nc1cccc(N=Cc2c(O)ccc3cc([N+](=O)[O-])ccc23)c1)c1ccccc1 | 32.2*
CCOC(=O)c1c(NC(=O)Cn2nc(C)c([N+](=O)[O-])c2C)sc2c1CCC(C)C2 (stereo not drawn) | -5.2
CCn1c2ccccc2c2cc(CN3CCN(C(=O)c4ccco4)CC3)ccc21 | -0.1
COc1ccc(N2C(=O)CSC2c2ccc3c(c2)OCO3)cc1OC (stereo not drawn) | -1.9
Cc1cc(C)nc(SCc2nc(C(c3ccccc3)c3ccccc3)no2)n1 | -10.0
